From PubChem
PAFAH1B2 FP inh – PAFAH1B2 enzyme inhibitors, primary screen, biochemical, fluorescence polarization, human. Platelet-activating factor acetylhydrolase IB subunit alpha2 (Homo sapiens), P68402. recombinant PAFAH1B2, FP-rhodamine activity probe. inhibition, % at 3.39 µM. 1.2% of 340,000 active. AID 492953, 2010;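 active = inhibition above the mean of all tested compounds plus 3 SD, cut at about 24% in these data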;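 also: 0% = enzyme with DMSO and 100% = wells lacking PAFAH1B2; many of its hits are not listed in these tables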
LYPLA1 counter – LYPLA1 inhibitors, primary screen, counter-screen for PME1 inhibitor project, biochemical, fluorescence polarization, FP-Rh probe ABPP | Acyl-protein thioesterase 1 (Homo sapiens), O75608 | recombinant LYPLA1 | inhibition, % at 5.9 µM | 0.16% of 320,000 active | AID 2174, 2009;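 active = inhibition above the mean of all tested compounds plus 3 SD, set per campaign, cut at about 14% in these data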;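 also: inhibitors block serine hydrolase probe labeling of LYPLA1 so polarization falls; 0% = enzyme with DMSO and 100% = wells lacking LYPLA1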
GSTO1 inh – inhibitors of recombinant GSTO1, primary screen, counter-screen for RBBP9 inhibitor project, biochemical, fluorescence polarization; Glutathione S-transferase omega-1 (Homo sapiens), P78417; activity-based probe fluorescence polarization; inhibition, % at 5.96 µM; 1.1% of 300,000 active; AID 1974, 2009;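 active = inhibition above the campaign mean inhibition plus 3 SD, cut at about 35% in these data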;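 also: 0% = GSTO1-1 with DMSO and 100% = wells lacking GSTO1-1 enzyme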
pPAFAH FP inh – pPAFAH enzyme inhibitors, primary screen, biochemical, fluorescence polarization, human; Platelet-activating factor acetylhydrolase (Homo sapiens), Q13093; recombinant pPAFAH, FP-rhodamine probe fluorescence polarization; inhibition, % at 3.39 µM; 1.5% of 330,000 active; AID 463082, 2010;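 active = inhibition above the mean inhibition across the screen plus 3 SD, cut at about 25% in these data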;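 also: inhibitors block binding of the rhodamine activity-based probe so polarization drops; 0% = enzyme with DMSO and 100% = wells lacking pPAFAH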
PREPL inhibitor – PREPL enzyme inhibitors, primary screen, biochemical, fluorescence polarization; inhibition, % at 5.96 µM; AID 2751, 2010; 0.68% of 320,000 active; recombinant PREPL, fluorescence polarization activity-based probe; in the data active = inhibition above about 43%;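 also: 0% = enzyme with DMSO and 100% = wells lacking enzyme; many of its hits are not listed in these tables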
PAFAH1B3 inh – PAFAH1B3 enzyme inhibitors, primary screen, biochemical, fluorescence polarization, human. Platelet-activating factor acetylhydrolase IB subunit alpha1 (Homo sapiens), Q15102. recombinant PAFAH1B3, FP-rhodamine probe. inhibition, % at 3.39 µM. 0.28% of 340,000 active;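 active = inhibition above the screen-wide average of all tested compounds plus 3 SD, cut at about 25% in these data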;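 also: 0% = enzyme with DMSO only and 100% = wells lacking PAFAH1B3 protein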
LYPLA2 inh – LYPLA2 inhibitors, primary screen, counter-screen for PME1 inhibitor project, biochemical, fluorescence polarization, FP-Rh probe ABPP. Acyl-protein thioesterase 2 (Homo sapiens), O95372. recombinant LYPLA2. inhibition, % at 5.9 µM. 0.38% of 320,000 active. AID 2177, 2009;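 active = inhibition above the screen-wide mean plus 3 SD, limit set per campaign, cut at about 26% in these data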;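 also: 0% = LYPLA2 with DMSO and 100% = wells lacking LYPLA2 enzyme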
PME-1 primary – PME-1 inhibitors via competitive probe labeling, primary screen, biochemical, fluorescence polarization, FP-Rh probe, HTS; Protein phosphatase methylesterase 1 (Homo sapiens), Q9Y570; recombinant PME-1; inhibition, % at 5.9 µM; 0.53% of 320,000 active;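 active = inhibition above the campaign mean of all compounds plus 3 SD, cut at about 26% in these data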;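 also: competitive labeling of PME-1 active site by serine hydrolase directed probe; 0% = PME-1 with DMSO and 100% = wells lacking PME-1 enzyme; inhibitors block probe labeling so polarization falls and inhibition rises; many of its hits are not listed in these tables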
Target sequence (Q9Y570 whole entry, looked up): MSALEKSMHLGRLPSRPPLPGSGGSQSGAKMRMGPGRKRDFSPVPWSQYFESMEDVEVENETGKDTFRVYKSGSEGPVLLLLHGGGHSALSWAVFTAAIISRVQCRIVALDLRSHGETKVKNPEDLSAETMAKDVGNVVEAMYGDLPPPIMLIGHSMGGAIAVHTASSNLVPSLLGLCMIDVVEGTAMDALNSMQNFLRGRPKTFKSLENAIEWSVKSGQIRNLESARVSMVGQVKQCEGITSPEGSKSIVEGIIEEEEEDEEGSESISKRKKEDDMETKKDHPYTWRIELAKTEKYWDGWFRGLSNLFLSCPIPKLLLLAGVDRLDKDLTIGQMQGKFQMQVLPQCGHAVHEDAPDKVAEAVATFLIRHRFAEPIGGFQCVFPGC
PAD4 FP inh – human PAD4 inhibitors, primary screen, biochemical, fluorescence polarization, 1536-well format; Protein-arginine deiminase type-4 (Homo sapiens), Q9UM07; recombinant PAD4, RCA probe fluorescence polarization; inhibition, % at 6.36 µM; 0.41% of 330,000 active; AID 485272, 2010;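 active = percent inhibition above a cutoff equal to the mean of all tested compounds plus 3 SD, cut at about 15% in these data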;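 also: 0% = PAD4 with RCA probe and DMSO and 100% = probe without PAD4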
Target sequence (Q9UM07 whole entry, looked up): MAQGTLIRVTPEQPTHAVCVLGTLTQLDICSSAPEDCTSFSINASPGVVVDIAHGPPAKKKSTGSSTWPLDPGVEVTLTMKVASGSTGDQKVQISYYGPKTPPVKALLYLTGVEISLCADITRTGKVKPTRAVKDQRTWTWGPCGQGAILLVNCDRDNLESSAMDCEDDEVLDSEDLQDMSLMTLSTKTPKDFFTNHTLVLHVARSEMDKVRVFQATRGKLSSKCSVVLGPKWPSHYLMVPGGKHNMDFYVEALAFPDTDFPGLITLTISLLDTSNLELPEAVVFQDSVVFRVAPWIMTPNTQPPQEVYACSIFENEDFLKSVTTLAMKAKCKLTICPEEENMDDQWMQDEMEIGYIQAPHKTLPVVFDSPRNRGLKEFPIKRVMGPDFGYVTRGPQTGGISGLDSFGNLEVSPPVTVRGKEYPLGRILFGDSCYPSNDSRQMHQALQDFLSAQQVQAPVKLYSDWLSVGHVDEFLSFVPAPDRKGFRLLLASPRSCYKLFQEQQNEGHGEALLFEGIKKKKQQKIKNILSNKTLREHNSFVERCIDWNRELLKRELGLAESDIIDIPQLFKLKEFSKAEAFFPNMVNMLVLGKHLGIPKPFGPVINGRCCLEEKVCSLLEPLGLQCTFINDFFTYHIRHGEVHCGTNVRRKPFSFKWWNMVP
Numbers without * were called inactive; / = not tested or not shown. An excerpt; count on the stated rates, not on these rows.

SMILES	PAFAH1B2 FP inh	LYPLA1 counter	GSTO1 inh	pPAFAH FP inh	PREPL inhibitor	PAFAH1B3 inh	LYPLA2 inh	PME-1 primary	PAD4 FP inh
Fc1ccc(N=c2ssnc2Cl)c(F)c1	0	3	5	3	-7	5	-3	-2	-1
CCn1nnc2cc(C(=O)N(CCOC)CC(=O)Nc3cccc(C)c3C)ccc21	2	-1	/	-2	7	2	1	1	6
CC1(c2ccccc2)NC(=O)N(CC(=O)Nc2ccc(Cl)c(S(=O)(=O)N3CCCCC3)c2)C1=O (centres undefined)	0	-5	-6	17	-2	17	-16	-9	2
Cc1ccc(/C=C/C(=O)OCC(=O)NCCN2C(=O)CSC2=O)cc1	0	1	-4	0	-6	-6	4	-1	3
CC1=CC(C)C2(CO)COC(c3ccccc3O)C1C2C (centres undefined)	1	0	9	3	0	1	0	-2	2
Cn1cc(C(=O)N/N=C/c2cccs2)c2ccccc21	8	5	-2	0	14	7	9	-8	-3
O=C(CCc1nnc2n(Cc3ccc(F)cc3)c(=O)c3ccccc3n12)N1CCN(c2ccccn2)CC1	4	-2	-4	2	4	10	-5	-7	-7
COC(=O)C1=C(C)N(Cc2ccc(OC)cc2)C(=O)C1	2	2	4	-1	1	5	0	2	6
O=C(Nc1c2c(nc3c1CCC3)CCCC2)c1ccccn1	6	2	0	-3	4	6	8	5	-8
Cc1cccc(C(=O)N[C@H](C(=O)OCC(=O)NC(=O)c2cccn2C)C(C)C)c1	7	0	1	-1	11	5	2	-3	-3
Cc1ccc(/C=N/N=C2/NC(=O)C(CC(=O)Nc3ccccc3)S2)o1 (centres undefined)	1	-4	-1	5	4	4	-6	-4	0
O=C1CC[C@@]23CCCN2C(=O)CCCC3C1 (some centres undefined)	1	/	/	1	/	7	/	/	-5
CCCC(=O)NC(C)c1nc2ccccc2n1C(C)C (centres undefined)	2	-1	-2	2	-3	1	-1	-1	-2
O=C(Cc1ccccc1)Nc1nc(-c2cccc([N+](=O)[O-])c2)cs1	-40	-85	-24	-54	-52	-40	-150	-146	-8
COc1ccc(S(=O)(=O)N2CCC(C(=O)NCCN3CCOCC3)CC2)cc1OC	6	-12	1	1	-6	3	-2	2	-19
COc1ccc(C(=O)Nc2c(Cl)cc(Cl)cc2C(=O)NCc2ccco2)cc1	1	-5	-1	3	2	4	-8	-4	0
O=C(CC(C(=O)O)c1ccccc1)c1cccs1 (centres undefined)	4	1	-12	0	3	3	3	3	2
Cc1ccc2[nH]c3c(c2c1)CCC3=O	6	5	3	0	5	4	4	7	0
Cc1ccccc1OCCCSc1nc2ccccc2[nH]1	4	1	16	3	-18	8	-1	2	3
Cc1cccc(NC(=O)c2sc(NC(=O)COc3ccccc3)c(C#N)c2C)c1C	-4	-3	-3	1	15	-4	3	0	-7
COc1ccc(OC)c(CNC(=O)c2ccc(C)c(NC(=O)C3=C(C)OCCS3)c2)c1	-2	3	4	5	-4	-1	4	2	2
O=C1C=C(c2ccc(Cl)c(C(F)(F)F)c2)C[C@@H](c2ccc(F)cc2)C1	-3	-5	/	2	-2	-3	-3	-16	-4
O=C(/C=C/c1cccs1)NNC(=O)c1cccc([N+](=O)[O-])c1	5	/	/	0	-4	5	/	/	-3
Cc1nnsc1C(=O)N(Cc1ccccc1)C(C)C	3	1	2	0	-9	-2	1	-4	3
CCOP(=O)(OCC)C(Nc1ccc(OC)cc1)c1ccco1 (centres undefined)	3	-1	7	1	3	7	-2	5	0

An excerpt of these results, as labelled records:
CCOP(=O)(OCC)C(Nc1ccc(OC)cc1)c1ccco1 (centres undefined)
- PAFAH1B2 FP inh: 3
- LYPLA1 counter: -1
- GSTO1 inh: 7
- pPAFAH FP inh: 1
- PREPL inhibitor: 3
- PAFAH1B3 inh: 7
- LYPLA2 inh: -2
- PME-1 primary: 5
- PAD4 FP inh: 0
O=C(CCc1nnc2n(Cc3ccc(F)cc3)c(=O)c3ccccc3n12)N1CCN(c2ccccn2)CC1
- PAFAH1B2 FP inh: 4
- LYPLA1 counter: -2
- GSTO1 inh: -4
- pPAFAH FP inh: 2
- PREPL inhibitor: 4
- PAFAH1B3 inh: 10
- LYPLA2 inh: -5
- PME-1 primary: -7
- PAD4 FP inh: -7
Cc1cccc(NC(=O)c2sc(NC(=O)COc3ccccc3)c(C#N)c2C)c1C
- PAFAH1B2 FP inh: -4
- LYPLA1 counter: -3
- GSTO1 inh: -3
- pPAFAH FP inh: 1
- PREPL inhibitor: 15
- PAFAH1B3 inh: -4
- LYPLA2 inh: 3
- PME-1 primary: 0
- PAD4 FP inh: -7

(further entries)
SMILES	PAFAH1B2 FP inh	LYPLA1 counter	GSTO1 inh	pPAFAH FP inh	PREPL inhibitor	PAFAH1B3 inh	LYPLA2 inh	PME-1 primary	PAD4 FP inh
COc1ccc(C2=NN(C3=NN=C(N)Cc4ncnn43)C(O)(C(F)(F)F)C2)cc1 (centres undefined)	4	-3	17	1	0	-1	-3	0	2
CCOc1ccc2nc(SC(CC)C(=O)Nc3cc(C)on3)sc2c1 (centres undefined)	2	-1	-2	-3	-10	11	-1	1	-5
C=CCNC(=O)c1onc(CSc2ccc(F)cc2)c1C(=O)O	0	0	-2	1	8	1	1	-4	-3
COc1cc(C)c(COc2ncnc3ccccc23)cc1OC	-1	0	-3	-6	13	9	-2	2	1
CCOc1ccccc1C(=O)Nc1ccsc1C(=O)OC	8	-3	-6	3	-3	8	-1	-3	2
O=C(COC(=O)c1ccco1)NCc1cccs1	2	3	-4	-6	-5	3	4	1	1
COc1ccc(C(=O)NC(=S)NC(C)c2ccccc2)cc1 (centres undefined)	2	1	-3	2	11	5	2	1	3
Cc1ccc(NC(N)=S)cc1	-2	1	1	3	-1	5	4	-2	-4
Cc1cc(C(=O)C(=O)O)c(C)n1-c1ccc(Cl)cc1	4	0	-3	4	8	2	4	2	-7
O=C(Nc1c(Cl)cccc1Cl)c1cc(=O)n(Cc2ccccc2)c(=O)[nH]1	6	0	-27	-8	11	10	-1	2	0
C/C(=N\NS(=O)(=O)c1cccc([N+](=O)[O-])c1)c1cccnc1	0	6	6	3	5	7	1	4	-1
CCn1cc(SCC(=O)NCc2ccc3c(c2)OCO3)c2ccccc21	1	-2	4	7	10	10	6	3	1
O=c1ccccn1CCOc1ccc(Cl)cc1	2	1	4	3	-3	-5	-2	-4	0
Cc1cc(C(=O)O)ccc1-n1c(C)cc(/C=C2\SC(=O)NC2=O)c1C	7	0	5	9	8	9	-2	3	-6
COc1ccc(-n2nnnc2SCC(=O)c2ccc3c(c2)OCCO3)c(OC)c1	2	5	-6	7	2	5	-1	-15	-6
CC(C)(C)NC(=O)CSc1nnc(C2CC2)n1-c1ccccc1	4	1	2	-7	10	-1	3	0	-1
Cc1ccc(/C=C/C(=O)Nc2cc(S(=O)(=O)N3CCCCCC3)ccc2OCC(F)(F)F)o1	0	-6	1	0	0	4	-16	-4	-4
O=C(NNc1ccccc1[N+](=O)[O-])Nc1cccc(Cl)c1	6	-1	5	1	10	-1	40*	4	3
O=C(CCCN1C(=O)c2cccnc2C1=O)Nc1ccc(F)cc1Cl	2	3	-3	5	4	13	-7	-3	-2
CCSc1ccccc1C(=O)NCc1ccc(OC)cc1	4	1	-6	9	8	8	7	2	6
OC[C@@H]1[C@@H](c2ccccc2)C(c2ccc(F)cc2)=NN1c1ccccc1	9	/	/	7	/	8	/	/	-7
COC(=O)C1=C(C)N(Cc2ccco2)C(=O)N[C@@H]1c1ccccc1	2	1	3	10	9	-3	-3	2	-7
CCC(=Nc1ccc(N)cc1)C1=C(O)C(C(=O)OC)C(C)(C)CC1=O (centres undefined)	-2	21*	85*	58*	34	12	19	26*	73*
COc1cccc(CN2CCC(C(=O)N3CCN(c4ccccc4F)CC3)CC2)c1	6	-4	0	-3	8	-10	-11	-3	2
NNC(=O)CNC(=O)c1ccc(F)cc1	3	1	6	1	11	0	5	3	-4

Quoted at random: 3 compounds from above
SMILES	PAFAH1B2 FP inh	LYPLA1 counter	GSTO1 inh	pPAFAH FP inh	PREPL inhibitor	PAFAH1B3 inh	LYPLA2 inh	PME-1 primary	PAD4 FP inh
COc1cc(C)c(COc2ncnc3ccccc23)cc1OC	-1	0	-3	-6	13	9	-2	2	1
CCC(=Nc1ccc(N)cc1)C1=C(O)C(C(=O)OC)C(C)(C)CC1=O (centres undefined)	-2	21*	85*	58*	34	12	19	26*	73*
CCOc1ccc2nc(SC(CC)C(=O)Nc3cc(C)on3)sc2c1 (centres undefined)	2	-1	-2	-3	-10	11	-1	1	-5

Some values from the list.
COc1ccc(-n2nnnc2SCC(=O)c2ccc3c(c2)OCCO3)c(OC)c1 in pPAFAH FP inh is listed with 7
COc1ccc(C2=NN(C3=NN=C(N)Cc4ncnn43)C(O)(C(F)(F)F)C2)cc1 (centres undefined) in PAD4 FP inh is listed with 2

More entries
SMILES	PAFAH1B2 FP inh	LYPLA1 counter	GSTO1 inh	pPAFAH FP inh	PREPL inhibitor	PAFAH1B3 inh	LYPLA2 inh	PME-1 primary	PAD4 FP inh
O=C(Nc1ccc(NC(=O)C2CC2)cn1)c1ccccc1Cl	9	3	2	1	-5	3	3	4	0
Cc1nn2c(=O)cc(COC(=O)c3c(F)cccc3Cl)nc2s1	2	1	/	-3	14	0	7	4	3
CCOC(=O)C1CCCN(c2ncnc3c2cnn3-c2ccc(OC)cc2)C1 (centres undefined)	0	-2	2	-2	7	4	-1	5	-4
CN(Cc1ccccc1)c1ncnc2c1cnn2-c1ccccc1	2	-1	-6	7	-4	7	6	6	-1
COc1cccc(-c2c(C(=O)N/N=C/c3ccc(C)o3)nnn2-c2nonc2N)c1	0	-3	7	3	6	4	7	-4	-4
CCn1cnc2cc(NC(=O)c3ccco3)ccc21	7	1	5	-10	4	6	-8	-4	-1
O=C(NCc1ccc2c(c1)OCO2)c1ccc(S(=O)(=O)N2CCCCC2)cc1	4	-1	1	1	4	8	4	-1	2
Cc1ccc(S(=O)(=O)N2CCC(C(=O)OCC(=O)Nc3cc(S(C)(=O)=O)ccc3Cl)CC2)cc1C	5	-4	-2	13	7	12	1	15	7
c1ccc(-c2cc(-c3ccccc3)n3ncnc3n2)cc1	9	0	-5	-1	-6	14	5	-3	-7
O=C1c2cccc3cc(Br)cc(c23)C(=O)N1Nc1ccccc1	3	-1	4	6	-4	20	2	-1	3
CCCNC(=O)Cn1cnc2sc(C(=O)N3CCCC(C(=O)OCC)C3)c(C)c2c1=O (centres undefined)	2	1	5	0	-6	1	2	2	-1
Cc1ccc(S(=O)(=O)Oc2ccc(/C=C(/NC(=O)c3ccccc3)C(=O)NCCC(=O)O)cc2)cc1	18	2	16	7	5	0	2	4	-5
